CXCR6 block = inhibitors of human CXCR6 receptor; AID 602244; CHO-K1 PathHunter CXCR6 beta-arrestin, luminescence; O00574; inhibition, % at 20 µM; actives 0.36% (n = 360,000); in the data active = inhibition above about 34%, passing the limit was not always enough;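 note: antagonist mode with CXCL16 agonist at 10 nM final; 0% = 10 nM CXCL16 with DMSO and 100% = unstimulated wells without agonist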
CCR6 antag = blocks CCL20-driven beta-arrestin recruitment at human CCR6; P51684; AID 493098; actives 0.49% (n = 340,000); inhibition, % at 20 µM; CHO-K1 CCR6 PathHunter beta-arrestin, luminescence, CCL20-stimulated;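 active = compounds whose inhibition of the agonist-driven luminescence signal at 20 µM reaches about 50%, limit read from the data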;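 note: cells stimulated with CCL20 at 14 nM final; plate controls were DMSO with CCL20 for no effect and DMSO without agonist for full effect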
Target sequence (P51684 whole entry, looked up): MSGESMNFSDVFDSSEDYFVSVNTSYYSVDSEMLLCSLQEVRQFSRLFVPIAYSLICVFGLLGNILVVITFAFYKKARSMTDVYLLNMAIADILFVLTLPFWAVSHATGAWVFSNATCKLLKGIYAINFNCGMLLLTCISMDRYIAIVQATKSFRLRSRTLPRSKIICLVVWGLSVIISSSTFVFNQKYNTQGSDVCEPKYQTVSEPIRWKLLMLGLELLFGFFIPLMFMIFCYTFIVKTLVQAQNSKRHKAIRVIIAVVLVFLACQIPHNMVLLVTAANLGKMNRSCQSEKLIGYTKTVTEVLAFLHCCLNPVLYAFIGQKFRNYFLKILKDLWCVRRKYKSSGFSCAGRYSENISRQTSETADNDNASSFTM
697 NFkB inh = lowers PMA/ionomycin-induced NF-kB signal in 697 B cells; 697 B-cell NF-kB luciferase reporter, 16 h; inhibition, % at 4 µM; actives 0.33% (n = 330,000); in the data active = inhibition above about 35%
CHOP UPR activ = activators of apoptotic arm of unfolded protein response (CHOP). actives 0.34% (n = 330,000). CHO-CHOP luciferase reporter, UPR activation, luminescence; percent of tunicamycin response over DMSO baseline. activation, % at 10 µM. AID 449763;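 active = at 10 µM dose, activation of 40% or more, normalized to positive control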;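 note: 100% = tunicamycin at 10 µg/mL and 0% = DMSO alone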
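System: CHO-CHOP luciferase reporter cell line | Buffer or medium: F12 medium containing 10% fetal bovine serum | Doses: One dose, 10 µM in 0.5% DMSO | Times: 6 h compound exposure at 37 °C after overnight seeding | Signal: Luciferase luminescence | Read-out: % activation vs tunicamycin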
EBI2 block = EBI2 (human) antagonism; actives 0.81% (n = 360,000); EBI2 beta-arrestin recruitment, luminescence, 7a,25-OHC stimulated; inhibition, % at 5 µM; in the data active = inhibition above about 38%;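 note: enzyme fragment complementation signal reports receptor beta-arrestin coupling in cells; 0% = agonist plus DMSO wells and 100% = wells without agonist; some results beyond the cut were filed as inactive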
Target sequence (P32249 whole entry, looked up, the tested form may be a part): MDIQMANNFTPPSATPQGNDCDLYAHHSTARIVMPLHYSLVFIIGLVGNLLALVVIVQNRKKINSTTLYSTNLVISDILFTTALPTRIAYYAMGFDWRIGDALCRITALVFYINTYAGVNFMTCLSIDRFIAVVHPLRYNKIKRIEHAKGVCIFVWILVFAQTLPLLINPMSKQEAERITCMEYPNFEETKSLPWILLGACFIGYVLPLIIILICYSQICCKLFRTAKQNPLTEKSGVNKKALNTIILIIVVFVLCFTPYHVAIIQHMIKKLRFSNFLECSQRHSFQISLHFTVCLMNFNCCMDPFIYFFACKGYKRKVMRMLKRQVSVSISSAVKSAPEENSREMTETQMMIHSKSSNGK
Jurkat NFkB inh = inhibitors of the PMA/ionomycin-induced NF-kB reporter in Jurkat cells. PMA/ionomycin-induced NF-kB luciferase reporter, luminescence. inhibition, % at 4 µM. actives 0.53% (n = 330,000); in the data active = inhibition above about 50%
Gli-Sufu antag = antagonists of Gli-Sufu signaling; Sufu-KO-LIGHT fibroblasts, Gli luciferase reporter luminescence; actives 0.74% (n = 340,000); inhibition, % at 5 µM;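 active = inhibition above about 55%, limit read from the data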;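 note: 0% = DMSO-treated cells and 100% = wells with medium but no cells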
XBP1 UPR activ = activators of adaptive arm of unfolded protein response (XBP1); CHO-XBP1 luciferase reporter, IRE1-XBP1 UPR activation, luminescence; percent of tunicamycin response, DMSO as zero; activation, % at 20 µM; actives 0.33% (n = 330,000); AID 463104;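 active = versus positive control, 20 µM dose yields 30% or more activation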;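 note: 100% = tunicamycin at 10 µg/mL and 0% = DMSO only wells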
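Assay system: CHO-XBP1 luciferase reporter cells; Schedule: 6 h treatment, 37 °C; Detection: glow luminescence from Steady-Glo reagent; Benchmarks: high control tunicamycin 10 µg/mL final, low control DMSO vehicle only.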
Mdm2-MdmX inh = human Mdm2/MdmX binding inhibition. O15151+Q00987. SaOS-2 split-luciferase Mdm2/MdmX complementation, luminescence. inhibition, % at 8 µM. actives 3% (n = 330,000);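 active = inhibition of at least 50% at 8 µM in the primary screen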
* marks the source's active call; other numbers are inactive results; · = no result given; & = joins results of further samples. Not all compounds are listed (hit frequency here may not be typical).

(1) CN1CCCN=C1COC(=O)C(O)(c1ccccc1)C1CCCCC1 (stereo not given)
(2) CCOC(=O)[C@H](CCc1ccccc1)N[C@@H](C)C(=O)N1Cc2ccccc2C[C@H]1C(=O)O
(3) N[C@@H](Cc1c[nH]c2ccc(O)cc12)C(=O)O
(4) CC(C)=CCOc1c2ccoc2cc2oc(=O)ccc12
(5) Oc1ccc2c(c1)OCC1(O)Cc3cc(O)c(O)cc3C21 (stereo not given)
(6) Cc1ccc(N(CC2=NCCN2)c2cccc(O)c2)cc1
(7) O=c1oc2c(O)c(O)cc3c(=O)oc4c(O)c(O)cc1c4c23
(8) Cc1cccc2c1NC(=O)C2(c1ccc(O)cc1)c1ccc(O)cc1
Assay by compound	1	2	3	4	5	6	7	8
CXCR6 block	-5	-8	-9	-4	26	2&1&-5	-1	7
CCR6 antag	7	8	9	9	44	2&11&-10	20	1
697 NFkB inh	-23	7	11	6	·	-3	·	-19
CHOP UPR activ	1.7	2.3	0.1	0.2	·	0.0	·	-3.3
EBI2 block	-4	-6	-9	-2	6	-7&-1&3	-11	-5
Jurkat NFkB inh	6	-7	-9	1	·	27	·	19
Gli-Sufu antag	20	11	-4	0	0	9&32&-4	-3	21
XBP1 UPR activ	-10	-5	-2	2	·	-9	·	-2
Mdm2-MdmX inh	6	16	-19	-20	·	-9	·	20

(9) Nc1nc(O)c(N=Nc2ccc(S(N)(=O)=O)cc2)c(=O)[nH]1
(10) CCCCNc1ccc(C(=O)OCCN(C)C)cc1
(11) CCC(NC(C)C)C(O)c1ccc(O)c2[nH]c(=O)ccc12 (stereo not given)
(12) C[N+]1(C)CCC(=C(c2ccccc2)c2ccccc2)CC1
(13) CC1(C)O[C@H]2CC(=O)OC[C@@]23C1CC(=O)[C@]1(C)C3CC[C@@]2(C)[C@H](c3ccoc3)OC(=O)[C@H]3O[C@]321 (stereo not given in full)
(14) COc1cc(-c2oc3cc(O)cc(O)c3c(=O)c2O[C@@H]2O[C@H](COC3O[C@@H](C)[C@H](O)[C@@H](O)[C@H]3O)[C@@H](O)[C@H](O)[C@H]2O)ccc1O (stereo not given in full)
(15) O=C(O)CCC(=O)c1ccc(-c2ccccc2)cc1
(16) C/C=C(/C)C(=O)OC(C)(C)[C@@H]1Cc2c(ccc3ccc(=O)oc23)O1
Assay by compound	9	10	11	12	13	14	15	16
CXCR6 block	·	3	-6	4	-10	2	-8	4
CCR6 antag	4	2	-7	7	0	18	5	16
697 NFkB inh	-9	8	15	-4	7	9	-26	-4
CHOP UPR activ	0.5	2.1	0.9	2.6	-0.7	3.2	0.6	-1.5
EBI2 block	·	-6	4	-2	-2	-3	-1	8
Jurkat NFkB inh	-6	-9	9	-11	-1	-5	-9	-13
Gli-Sufu antag	2	6	20	-4	2	-14	-5	7
XBP1 UPR activ	-5	-7	-5	-9	2	0	-2	0
Mdm2-MdmX inh	-4	4	26	6	9	2	-12	6

(17) CCCc1nc(C(C)(C)O)c(C(=O)O)n1Cc1ccc(-c2ccccc2-c2nn[nH]n2)cc1
(18) COC(=O)C1=CO[C@@H](O[C@@H]2O[C@H](CO)[C@@H](O)[C@H](O)[C@H]2O)C2C1C[C@H](O)[C@@H]2C (stereo not given in full)
(19) CCc1ccc(CCOc2ccc(CC3SC(=O)NC3=O)cc2)nc1 (stereo not given)
(20) Cc1ccc(=O)n(-c2ccccc2)c1
(21) CCN(CC)CCOC(=O)c1ccc(N)cc1
(22) Oc1ccc(C2CNCCc3c2cc(O)c(O)c3Cl)cc1 (stereo not given)
(23) Oc1cc2c(cc1O)[C@H]1c3ccc(O)c(O)c3OC[C@@]1(O)C2
(24) Cc1cncn1CCc1nc2c3ccccc3nc(SCC(=O)Nc3cccc(Cl)c3)n2n1
Assay by compound	17	18	19	20	21	22	23	24
CXCR6 block	·	1	6	9	-1	2&-2	12	14
CCR6 antag	·	4	8	-10	8	7&8	41	19
697 NFkB inh	5	-2	-18	18	14	1&6	15	·
CHOP UPR activ	-2.4	1.8	-0.5	2.6	-0.1	-0.5&0.6	1.3	·
EBI2 block	·	-12	-3	2	2	-6&11	-6	9
Jurkat NFkB inh	-13	-6	1	5	-2	-8&2	7	·
Gli-Sufu antag	·	4	1	-2	2	-2&2	-1	31
XBP1 UPR activ	-5	0	-6	-3	-6	-9&-4	-2	·
Mdm2-MdmX inh	3	17	-1	-10	5	8&12	8	·

(25) NOCC(=O)O
(26) NC(N)=O
(27) COc1ccc(C[C@H]2COC(=O)[C@@H]2Cc2ccc(OC3OC(CO)C(O)C(O)C3O)c(OC)c2)cc1OC (stereo not given in full)
(28) O=C(O)c1cccnc1Nc1cccc(C(F)(F)F)c1
(29) N#Cc1ccc(C(c2ccc(C#N)cc2)n2cncn2)cc1
(30) COc1ccccc1N1CCN(CCCN=C2CC(=O)N(C)C(=O)N2C)CC1
(31) CC1Cc2ccccc2N1NC(=O)c1ccc(Cl)c(S(N)(=O)=O)c1 (stereo not given)
(32) CC12CCC(=O)C=C1CCC1C2CCC2(C)C1CCC2(O)C(=O)CO (stereo not given)
Assay by compound	25	26	27	28	29	30	31	32
CXCR6 block	2	-7	-8	2	5	4	-8	5
CCR6 antag	-2	-6	0	7	·	-3	-6	3
697 NFkB inh	-4	15	-5	0	23	17	14	10
CHOP UPR activ	-0.5	-2.1	-1.0	0.0	0.8	-0.8	-1.1	0.1
EBI2 block	-5	4	-22	-3	2	-7	-5	-1
Jurkat NFkB inh	-9	9	-9	-4	19	-5	1	1
Gli-Sufu antag	2	-36	22	-1	·	-2	1	11
XBP1 UPR activ	-7	-2	0	-7	-7	-2	-5	-7
Mdm2-MdmX inh	17	14	-23	-10	-12	13	19	2

(33) COc1ccc(C2CNC(=O)C2)cc1OC1CCCC1 (stereo not given)
(34) CCCCCC(=O)O[C@]1(C(C)=O)CC[C@H]2[C@@H]3CCC4=CC(=O)CC[C@]4(C)[C@H]3CC[C@@]21C
(35) C=CC[n+]1ccc(/C=C2\C=Cc3cc(C)ccc3N2CC)c2ccccc21
(36) CC(=O)CCCCn1c(=O)c2c(ncn2C)n(C)c1=O
Assay by compound	33	34	35	36
CXCR6 block	-5	12	33	2
CCR6 antag	11	25	49	3
697 NFkB inh	-25	-27	·	-7
CHOP UPR activ	-1.7	0.2	·	-1.3
EBI2 block	4	25	5	-2
Jurkat NFkB inh	16	7	·	6
Gli-Sufu antag	-12	6	88*	6
XBP1 UPR activ	-6	3	·	-4
Mdm2-MdmX inh	2	42	·	-38

Of the compounds above, these have a furan ring, fused or not.
(4) CC(C)=CCOc1c2ccoc2cc2oc(=O)ccc12
(13) CC1(C)O[C@H]2CC(=O)OC[C@@]23C1CC(=O)[C@]1(C)C3CC[C@@]2(C)[C@H](c3ccoc3)OC(=O)[C@H]3O[C@]321 (stereo not given in full)
Assay by compound	4	13
CXCR6 block	-4	-10
CCR6 antag	9	0
697 NFkB inh	6	7
CHOP UPR activ	0.2	-0.7
EBI2 block	-2	-2
Jurkat NFkB inh	1	-1
Gli-Sufu antag	0	2
XBP1 UPR activ	2	2
Mdm2-MdmX inh	-20	9

Entries from the list above that contain four or more nitrogen atoms, in the order listed:
(9) Nc1nc(O)c(N=Nc2ccc(S(N)(=O)=O)cc2)c(=O)[nH]1
(17) CCCc1nc(C(C)(C)O)c(C(=O)O)n1Cc1ccc(-c2ccccc2-c2nn[nH]n2)cc1
(24) Cc1cncn1CCc1nc2c3ccccc3nc(SCC(=O)Nc3cccc(Cl)c3)n2n1
(29) N#Cc1ccc(C(c2ccc(C#N)cc2)n2cncn2)cc1
(30) COc1ccccc1N1CCN(CCCN=C2CC(=O)N(C)C(=O)N2C)CC1
(36) CC(=O)CCCCn1c(=O)c2c(ncn2C)n(C)c1=O
Assay by compound	9	17	24	29	30	36
CXCR6 block	·	·	14	5	4	2
CCR6 antag	4	·	19	·	-3	3
697 NFkB inh	-9	5	·	23	17	-7
CHOP UPR activ	0.5	-2.4	·	0.8	-0.8	-1.3
EBI2 block	·	·	9	2	-7	-2
Jurkat NFkB inh	-6	-13	·	19	-5	6
Gli-Sufu antag	2	·	31	·	-2	6
XBP1 UPR activ	-5	-5	·	-7	-2	-4
Mdm2-MdmX inh	-4	3	·	-12	13	-38

Bioassay records (PubChem BioAssay)
